TRPN1 ag: agonists of zebrafish TRPN1 channel. AID 1424. HEK293 zebrafish TRPN1-YFP, Fluo-8 calcium fluorescence; 100% = response to 87 µM carbachol. activation, % at 3 µM. hit rate 0.18% among 220,000;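 active = activation above its plate's cutoff, the mean activation of test wells on that plate plus 3 SD, cut at about 19% in these data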;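 note: 0% = DMSO alone and 100% = 87 µM carbachol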
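Material: zebrafish TRPN1-YFP in HEK293 cells. Doses: one dose of 3 µM, 0.3% DMSO. Incubation: dye 1 h 37 °C plus 30 min RT. Measured by: intracellular calcium fluorescence with Fluo-8.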
RBBP9 inh: blocks human serine hydrolase RBBP9 | recombinant RBBP9, FP-Rh probe fluorescence polarization | inhibition, % at 7.94 µM | hit rate 0.2% among 220,000 | AID 1515;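 active = inhibition above the campaign mean of all tested compounds plus 3 SD, cut at about 14% in these data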;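 note: plate controls were DMSO wells with RBBP9 for no effect and wells lacking RBBP9 protein for full effect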
Target sequence (O75884 whole entry, looked up): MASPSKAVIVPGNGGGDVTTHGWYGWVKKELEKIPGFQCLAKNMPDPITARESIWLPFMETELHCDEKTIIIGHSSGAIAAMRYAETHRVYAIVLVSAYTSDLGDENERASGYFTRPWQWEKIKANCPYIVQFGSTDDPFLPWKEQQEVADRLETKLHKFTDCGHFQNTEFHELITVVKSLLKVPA
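System: RBBP9 protein / Buffer or medium: Tris/NaCl buffer pH 8.0 with 0.1% Pluronic / Probe or stimulus: Serine-hydrolase probe FP-Rh, 375 nM pre-mixing / Dosing: 7.94 µM single dose, 0.794% DMSO / Times: enzyme-compound preincubation 30 min, then probe labeling 45 min, 25 °C / Technique: fluorescence polarization (mP), excitation 525 nm, emission 598 nm / Replication: singlicate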
Wee1 degr inh: human Wee1 degradation inhibition, primary screen; P30291; HeLa Luc-Wee1K328M stability, luciferase luminescence; 100% = proteasome inhibitor MG132 effect; reporter increase, % at 5 µM; hit rate 1.2% among 220,000; AID 1321;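 active = activation above the mean of all tested compounds plus 3 SD, set per screening run, cut at about 8.8% in these data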;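 note: cells exposed to compound for 20 h before luminescence read; 0% = DMSO alone and 100% = MG132 at 30 µM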
TNF death inh: blocks TNF-alpha induced death of Jurkat FADD-/- cells; Jurkat FADD-/- TNF necroptosis rescue, ATP luminescence, 24 h; 0 = TNF only, 100 = no-TNF cells; hit rate 0.068% among 220,000; activation (protection from cell death), % at 10 µM;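 active = activation, meaning protection from cell death, of at least 50% relative to plate controls; inactive = activation below 50%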;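 note: necroptosis triggered by 40 ng/mL TNF-alpha added together with compound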
BaF3 tox: reduces parental Ba/F3 cell viability, JAK2V617F counter-screen | CellTiter-Glo ATP luminescence | inhibition, % at 5.6 µM | hit rate 1.1% among 220,000 | AID 1486;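 active = inhibition above a per-campaign cutoff, the mean inhibition of all tested compounds plus 3 SD, cut at about 27% in these data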;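 note: 0% = DMSO wells and 100% = JAK Inhibitor I control wells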
CHOP inh: blocks CHOP induction under ER stress | inhibition, % at 10 µM | hit rate 3.8% among 220,000 | CHO-K1 CHOP-promoter luciferase, tunicamycin-induced, 15-18 h;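 active = compounds that reduced the stress-induced luciferase reporter signal by more than about 70% of percent inhibition, limit read from the data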;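 note: 0% = tunicamycin plus vehicle and 100% = wells without tunicamycin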
PPC-1+TRAIL kill: kills PPC-1 cancer cells in the presence of TRAIL; PPC-1 cells + TRAIL, ATPLite viability luminescence; cell killing (% activity), % at 4 µM; hit rate 0.41% among 220,000;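 active = cell killing above 50% in the first pass at 4 µM, then a duplicate retest at 5 µM averaging 50% or more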;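 note: plate controls were cells with TRAIL plus DMSO for no effect and medium-only wells lacking cells for full effect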
TRPML3 ag: activates the human TRPML3 channel; activation, % at 3 µM; HEK293 TRPML3-YFP, Fluo-8 calcium fluorescence; 100% = the carbachol control signal; AID 1448; hit rate 0.29% among 220,000;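 active = activation above its plate's cutoff, the mean activation of the plate's test wells plus 3 SD, cut at about 12% in these data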;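 note: 0% = DMSO only wells and 100% = carbachol wells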
Target sequence (Q8TDD5 whole entry, looked up): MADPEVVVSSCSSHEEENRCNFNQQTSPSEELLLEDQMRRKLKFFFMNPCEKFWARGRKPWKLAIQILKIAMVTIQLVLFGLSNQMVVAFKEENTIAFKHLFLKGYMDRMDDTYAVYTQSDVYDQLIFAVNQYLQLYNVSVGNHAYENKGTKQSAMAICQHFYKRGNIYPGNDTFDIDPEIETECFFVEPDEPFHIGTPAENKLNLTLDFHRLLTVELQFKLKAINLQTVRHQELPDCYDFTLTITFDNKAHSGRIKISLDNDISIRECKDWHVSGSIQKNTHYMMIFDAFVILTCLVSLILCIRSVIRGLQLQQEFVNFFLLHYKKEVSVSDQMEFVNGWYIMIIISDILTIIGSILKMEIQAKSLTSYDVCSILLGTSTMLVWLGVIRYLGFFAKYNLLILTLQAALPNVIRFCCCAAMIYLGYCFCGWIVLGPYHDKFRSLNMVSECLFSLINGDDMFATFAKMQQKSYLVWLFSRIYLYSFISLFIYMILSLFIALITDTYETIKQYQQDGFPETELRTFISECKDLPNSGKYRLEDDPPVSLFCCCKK
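Test system – HEK293 line with stable expression of human TRPML3-YFP channel · Control set – carbachol 87 µM final as high control (100%), DMSO as low control (0%) · Signal – Fluo-8 calcium dye fluorescence, ex 470-495, em 515-575 nm · Incubation – 1-h 37 °C dye load, 5-s basal, 120-s post-compound reads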
Ba/F3 V617F tox: loss of viability in JAK2V617F-driven Ba/F3 cells | Ba/F3 EpoR-JAK2V617F viability, ATP luminescence | inhibition, % at 5.6 µM | hit rate 1.1% among 220,000 | AID 1446;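 active = inhibition above the campaign mean plus 3 SD over all tested compounds, cut at about 24% in these data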;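 note: cytokine-independent growth of Ba/F3 cells driven by EpoR plus mutant JAK2; 0% = DMSO-treated cells and 100% = JAK inhibitor I control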
* = called active by the depositor. Hits appear at their usual frequency; overall some 6.8% were active at least once.

Letter code – A = TRPN1 ag; B = RBBP9 inh; C = Wee1 degr inh; D = TNF death inh; E = BaF3 tox; F = CHOP inh; G = PPC-1+TRAIL kill; H = TRPML3 ag; I = Ba/F3 V617F tox
compound: O=C(CCC(=O)c1ccc(F)cc1)Nc1cc(Cl)cc(Cl)c1
  A: -0.5 | B: -4 | C: 1 | D: 0.9 | E: 4 | F: 84* | G: 12 | H: 0.6 | I: 0
compound: CCn1c(SCC(=O)O)nnc1C1CCCCC1
  A: 0.2 | B: 0 | C: -2 | D: 0.0 | E: -1 | F: 5 | G: 26 | H: 0.1 | I: -6
compound: O=C(CN1CCCc2ccccc21)NCc1ccc2c(c1)OCO2
  A: 1.1 | B: 0 | C: -2 | D: -1.1 | E: 6 | F: -17 | G: 3 | H: 0.3 | I: 2
compound: COc1cc(-c2csc(C)n2)ccc1O
  A: 0.2 | B: -9 | C: -5 | D: -1.3 | E: 4 | F: 9 | G: -14 | H: -0.5 | I: 5
compound: CC(C)NC(=O)Cn1c(SCC(=O)N2CCCc3ccccc32)nc2ccccc21
  A: 0.1 | B: 0 | C: -1 | D: 0.5 | E: -1 | F: 18 | G: -8 | H: -0.2 | I: 0
compound: O=C1CC(c2ccccc2)=NN1c1ccc([N+](=O)[O-])cc1
  A: 1.1 | B: -12 | C: -2 | D: 1.0 | E: 5 | F: -12 | G: -12 | H: 0.4 | I: 2
compound: C=CCN(CC=C)c1nc2ccccc2nc1C(C#N)C(=O)OCCOC (stereo not given)
  A: 0.1 | B: -4 | C: -2 | D: -7.8 | E: 7 | F: 39 | G: -2 | H: 1.2 | I: 3
compound: CC(=O)c1cccc(NC(=O)CN(c2ccc(C)cc2)S(=O)(=O)c2cccc3nonc23)c1
  A: -1.8 | B: -8 | C: -3 | D: -3.2 | E: -1 | F: 29 | G: 5 | H: -1.1 | I: -3
compound: C/C=N\NC(=O)CNC(=O)CNC(=O)c1ccccc1
  A: 2.1 | B: 0 | C: -1 | D: 0.3 | E: 3 | F: 10 | G: -2 | H: 0.1 | I: -3
compound: CCc1cc2c(=O)[nH]c(Cc3ccccc3)nc2s1
  A: -0.9 | B: -13 | C: 4 | D: 4.9 | E: 0 | F: 42 | G: 9 | H: -0.7 | I: -1
compound: CC(O)CNCc1ccc(-c2ccccc2)cc1 (stereo not given)
  A: 1.9 | B: -2 | C: 2 | D: -2.0 | E: 0 | F: 10 | G: 14 | H: 0.1 | I: -3
compound: CC(C)(C)c1ccc(/C=N/NC(=S)NC2CCCCC2)cc1
  A: 0.7 | B: -9 | C: -1 | D: -0.2 | E: 2 | F: 72* | G: 1 | H: 0.9 | I: 0
compound: N=c1c2c(ncn1CCCO)Oc1cc(O)ccc1C2c1ccccc1 (stereo not given)
  A: 2.2 | B: -1 | C: -1 | D: -1.4 | E: -1 | F: 12 | G: 2 | H: 1.2 | I: 1
compound: COc1ccc(OC)c(NC(=O)C(CC(C)C)NC(=O)C2CCCCC2)c1 (stereo not given)
  A: 0.0 | B: -6 | C: -1 | D: 4.0 | E: 3 | F: 21 | G: 1 | H: -1.1 | I: 1
compound: O=C(NCCN1CCOCC1)c1cc(-c2cccs2)on1
  A: -0.6 | B: -5 | C: -1 | D: -7.8 | E: 2 | F: -1 | G: -2 | H: -0.2 | I: 3
compound: Cc1cccnc1NC(=O)c1c(O)c2cccc3c2n(c1=O)CCC3
  A: 1.7 | B: -5 | C: 6 | D: -2.1 | E: 5 | F: 80* | G: 26 | H: 0.3 | I: 3
compound: COc1cc(-n2c(=O)c3ccccc3n(CC(=O)OCc3ccccc3)c2=O)cc(OC)c1OC
  A: 0.0 | B: -8 | C: -3 | D: -0.2 | E: 5 | F: 36 | G: 3 | H: 0.3 | I: 3
compound: COC(=O)c1ccc(COc2ccc(/C=N/NC(N)=S)cc2)o1
  A: -0.8 | B: 0 | C: 4 | D: 17 | E: 2 | F: 22 | G: 14 | H: 0.0 | I: 4
compound: O=C(CNC(=O)c1cccc(F)c1)OCC(=O)N1CCN(C(=O)c2ccco2)CC1
  A: 1.0 | B: -3 | C: -2 | D: -0.9 | E: 2 | F: -21 | G: 5 | H: 0.1 | I: -5
compound: COc1ccc(C(=O)NC2CCN(C(=S)Nc3ccccc3C)CC2)cc1
  A: -0.3 | B: -4 | C: 0 | D: 0.2 | E: -1 | F: 15 | G: 10 | H: 1.0 | I: 0
compound: O=C(Nc1ccccn1)C12CC3CC(C1)CC(C(=O)Nc1ccccn1)(C3)C2
  A: 2.0 | B: 5 | C: -2 | D: 0.2 | E: 3 | F: 10 | G: 7 | H: 1.2 | I: 3
compound: Cc1ccc(Nc2c([N+](=O)[O-])c(=O)n(C)c3ccccc23)cc1
  A: -1.1 | B: -6 | C: -3 | D: 0.7 | E: 8 | F: 9 | G: 24 | H: 0.0 | I: 0
compound: CC1CCc2sc(C(=O)NCc3ccc(F)cc3)cc2C1 (stereo not given)
  A: -1.5 | B: -9 | C: -1 | D: 0.8 | E: 7 | F: 64 | G: -3 | H: -1.8 | I: 2
compound: O=C(CCN1C(=O)c2ccccc2C1=O)Nc1nc2ccccc2s1
  A: -0.2 | B: -5 | C: 0 | D: 1.1 | E: 0 | F: 17 | G: 16 | H: 0.1 | I: -6

An excerpt from above in order of length of the SMILES, lowest first:
Letter code – A = TRPN1 ag; B = RBBP9 inh; C = Wee1 degr inh; D = TNF death inh; E = BaF3 tox; F = CHOP inh; G = PPC-1+TRAIL kill; H = TRPML3 ag; I = Ba/F3 V617F tox
compound: CCn1c(SCC(=O)O)nnc1C1CCCCC1
  A: 0.2 | B: 0 | C: -2 | D: 0.0 | E: -1 | F: 5 | G: 26 | H: 0.1 | I: -6
compound: CCc1cc2c(=O)[nH]c(Cc3ccccc3)nc2s1
  A: -0.9 | B: -13 | C: 4 | D: 4.9 | E: 0 | F: 42 | G: 9 | H: -0.7 | I: -1
compound: O=C(CN1CCCc2ccccc21)NCc1ccc2c(c1)OCO2
  A: 1.1 | B: 0 | C: -2 | D: -1.1 | E: 6 | F: -17 | G: 3 | H: 0.3 | I: 2
compound: N=c1c2c(ncn1CCCO)Oc1cc(O)ccc1C2c1ccccc1 (stereo not given)
  A: 2.2 | B: -1 | C: -1 | D: -1.4 | E: -1 | F: 12 | G: 2 | H: 1.2 | I: 1
compound: O=C(CCN1C(=O)c2ccccc2C1=O)Nc1nc2ccccc2s1
  A: -0.2 | B: -5 | C: 0 | D: 1.1 | E: 0 | F: 17 | G: 16 | H: 0.1 | I: -6
compound: COc1ccc(C(=O)NC2CCN(C(=S)Nc3ccccc3C)CC2)cc1
  A: -0.3 | B: -4 | C: 0 | D: 0.2 | E: -1 | F: 15 | G: 10 | H: 1.0 | I: 0
compound: O=C(CNC(=O)c1cccc(F)c1)OCC(=O)N1CCN(C(=O)c2ccco2)CC1
  A: 1.0 | B: -3 | C: -2 | D: -0.9 | E: 2 | F: -21 | G: 5 | H: 0.1 | I: -5
compound: COc1cc(-n2c(=O)c3ccccc3n(CC(=O)OCc3ccccc3)c2=O)cc(OC)c1OC
  A: 0.0 | B: -8 | C: -3 | D: -0.2 | E: 5 | F: 36 | G: 3 | H: 0.3 | I: 3

Compound activity (PubChem BioAssay)
